Source: PubChem BioAssay (National Center for Advancing Translational Sciences (NCATS))
aGal spleen mod – qHTS Assay for Inhibitors and Activators of Human alpha-Galactosidase From Spleen Homogenate | AID 2107, 2009 | human spleen homogenate, 4MU-alpha-Gal fluorescence, 40 min | Potency, µM (highest dose often 80 µM), for the others: top-dose activity change, negative = inhibition, most hits filed as inhibitors | 240,000 compounds, 0.008% hits;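 also: 0% = enzyme with vehicle and -100% = no enzyme basal signal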
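Fluorogenic readout (Ex 365/Em 440 nm) of 4-methylumbelliferone released from 1 mM 4-MU-alpha-galactoside by spleen homogenate, 40 min at 37C, pH 5.0. Data normalized to no-enzyme and enzyme controls; Hill-equation AC50 from compound titrations.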
ALDH1A1 inh – qHTS Assay for Inhibitors of Aldehyde Dehydrogenase 1 (ALDH1A1). Aldehyde dehydrogenase 1A1 (Homo sapiens), P00352. Purified ALDH1A1, NADH fluorescence, propionaldehyde substrate. 220,000 compounds, 7.3% hits. Potency, µM (doses to about 75.3 µM), without a hit: at the highest dose activity, negative = inhibition, usual class: inhibitors; active = well fitted inhibition curve with a large enough effect, not every such curve was filed as active; inconclusive = small, poorly fitted or top-dose-only effect, or another doubt; inactive = no such curve, though single readings can be large or run the other way;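 also: plate controls were no enzyme wells and a reference inhibitor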
L3MBTL1 inh – qHTS Assay for the Inhibitors of L3MBTL1; AlphaScreen L3MBTL1–H3K9me1 peptide binding; AID 485360, 2010; 230,000 compounds, 0.66% hits; Potency, µM (series often up to 57.1 µM), without a hit: at the top dose activity, negative = inhibition, actives largely listed as inhibitors; also: nearly all actives have a fitted effect of over 60% in size
Target sequence (Q9Y468 whole entry, looked up): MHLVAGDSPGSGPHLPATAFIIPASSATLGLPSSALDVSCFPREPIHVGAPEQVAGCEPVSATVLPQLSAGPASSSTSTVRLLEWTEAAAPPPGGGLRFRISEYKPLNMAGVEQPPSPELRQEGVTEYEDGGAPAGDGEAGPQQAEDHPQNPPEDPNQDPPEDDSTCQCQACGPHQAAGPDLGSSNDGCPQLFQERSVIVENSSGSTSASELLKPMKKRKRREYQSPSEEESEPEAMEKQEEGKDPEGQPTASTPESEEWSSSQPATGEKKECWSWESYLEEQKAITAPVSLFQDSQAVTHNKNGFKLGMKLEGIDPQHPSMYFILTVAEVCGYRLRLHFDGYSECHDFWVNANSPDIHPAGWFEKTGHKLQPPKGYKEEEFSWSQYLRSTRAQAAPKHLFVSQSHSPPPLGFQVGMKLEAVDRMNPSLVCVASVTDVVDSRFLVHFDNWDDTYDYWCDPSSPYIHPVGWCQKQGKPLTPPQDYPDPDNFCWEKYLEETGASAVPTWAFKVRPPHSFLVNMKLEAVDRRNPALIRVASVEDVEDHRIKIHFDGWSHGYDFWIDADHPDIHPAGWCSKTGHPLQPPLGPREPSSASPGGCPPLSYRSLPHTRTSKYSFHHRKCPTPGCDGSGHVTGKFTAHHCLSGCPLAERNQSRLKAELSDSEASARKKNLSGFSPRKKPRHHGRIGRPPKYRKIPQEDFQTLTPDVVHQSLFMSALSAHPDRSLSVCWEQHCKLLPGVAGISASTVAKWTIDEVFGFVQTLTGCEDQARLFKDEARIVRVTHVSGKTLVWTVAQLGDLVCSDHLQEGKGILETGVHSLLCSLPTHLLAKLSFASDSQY
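AlphaScreen proximity signal between nickel-chelate acceptor and streptavidin donor beads (final 10 ug/mL) reports binding of 50 nM L3MBTL1 to 75 nM biotin-H3 K9me1 peptide; complex incubated with compounds 30 min at room temperature; cefsulodin titration as control.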
TRb-SRC2 inh – qHTS for Inhibitors of the Interaction of Thyroid Hormone Receptor and Steroid Receptor Coregulator 2; 280,000 compounds, 0.065% hits; AID 1469, 2008; Thyroid hormone receptor beta (Homo sapiens), P10828; TRbeta-SRC2 peptide binding, fluorescence polarization; receptor liganded with 1 µM T3; Potency, µM (top dose mostly 106 µM), for the others: at the highest dose activity change, negative = inhibition, most hits filed as inhibitors;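 also: plate controls were bound peptide for no effect and peptide without receptor for full effect; nearly all actives have a fitted effect of over 50% in size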
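Read-out is fluorescence polarization (555 nm excitation, 632 nm emission) of a Texas Red SRC2 coactivator peptide; loss of signal reflects blocked binding to human TRb ligand-binding domain in the presence of 1 uM T3.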
Tau FP inhib – qHTS for Inhibitors of Tau Fibril Formation, Fluorescence Polarization; K18 P301L tau heparin fibrillization, Alexa594 FP, 6 h; Potency, µM (top dose mostly 57.7 µM), for the others: top-dose activity, negative = inhibition, usual class: inhibitors; 280,000 compounds, 0.39% hits; AID 1468, 2008; also: nearly all actives have a fitted effect of over 55% in size
Target sequence (P10636 561-689 P618L limits assumed): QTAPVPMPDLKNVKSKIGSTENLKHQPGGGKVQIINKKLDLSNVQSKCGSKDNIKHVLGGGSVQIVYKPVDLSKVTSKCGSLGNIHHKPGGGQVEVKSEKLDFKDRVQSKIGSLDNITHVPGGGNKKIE
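FP of Alexa 594-tau after heparin (20 uM) induction. Substrate: human K18 P301L, 15 uM unlabeled, 0.24 uM labeled. Buffer 100 mM sodium acetate pH 7. 6 hr, 37 C.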
TexasRed fluor – Total Fluorescence Counterscreen for Inhibitors of the Interaction of Thyroid Hormone Receptor and Steroid Receptor Coregulator 2 | 280,000 compounds, 0.29% hits | AID 1479, 2009 | Potency, µM (top dose mostly 106 µM), for inactives: at the top dose fluorescence change, negative = quenching | TRb/SRC2 Texas Red total fluorescence interference; active = well fitted curve in either direction with a large enough effect; inconclusive = small, poorly fitted or top-dose-only effect
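Flags fluorescent or light-absorbing compounds by total fluorescence, S + 2P, at 555 nm excitation and 632 nm emission. Mixture: 20 nM Texas Red SRC2 peptide, 0.6 uM human TRb LBD, 1 uM T3, 5% DMSO; compound exposure 5 h at ambient temperature.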
Tau fluor counter – Counterscreen qHTS for Inhibitors of Tau Fibril Formation, Fluorescence Polarization | tau K18 P301L Alexa594 fluorescence, heparin fibrillization | Potency, µM (doses to about 57.7 µM), for the others: at the top dose activity change, negative = decrease | 280,000 compounds, 0.93% hits; also: nearly all actives have a fitted effect of over 55% in size
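Human K18 P301L tau (15 uM unlabeled plus 0.24 uM Alexa 594-labeled, final) in 100 mM sodium acetate pH 7 was mixed with compound and 20 uM heparin and incubated 6 hr at 37 C.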
Tau fibril ThT – qHTS for Inhibitors of Tau Fibril Formation, Thioflavin T Binding; recombinant tau K18 P301L (four-repeat tau fragment), heparin-induced fibrillization, ThT fluorescence; Potency, µM (doses to about 57.4 µM), inactives show top-dose activity, negative = inhibition, usual class: inhibitors; 270,000 compounds, 2.1% hits; AID 1460, 2008; also: nearly all actives have a fitted effect of over 55% in size
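Heparin-induced fibrillization of the P301L-mutant K18 repeat-domain fragment of human tau was followed by ThT binding in quantitative high-throughput format.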
An asterisk follows results filed as active; u = inconclusive; x = no result given; & = joins results of further samples; [ ] = another dose, or the depositor's remark. Unless noted, calls follow the shape of the dose curve; as a rule, active = well fitted curve in the direction sought with a large enough effect; inconclusive = small, poorly fitted or top-dose-only effect, or another doubt; inactive = no such curve, though single readings can be large; an effect the other way counts as inactive or inconclusive. Unless noted, % is scaled to controls: 0 for no effect and ±100 for the full control effect; potency is read from the fitted curve at half-maximal effect.

Under each structure – ALDH1A1 inh	aGal spleen mod	L3MBTL1 inh	TRb-SRC2 inh	TexasRed fluor	Tau fibril ThT	Tau fluor counter	Tau FP inhib
(1) O=C(COC(=O)C1CCN(/C=C/C(=O)C(F)(F)F)CC1)Nc1ccccc1
 : -5%	-3%	13%	5%	-3%	-5%	-8%	-2%
(2) COCCCNC(=O)CSc1nc2c(sc3ccccc32)c(=O)n1CCCC(=O)NCC1CCCO1 (stereo unspecified)
 : -11%	-4%	x	-1%	-2%	-3%	-4%	-4%
(3) Cc1nc(-c2noc(-c3cccc(Cl)c3)n2)c(C(F)(F)F)o1
 : 8%	-1%	11%	-4%	-4%	1%	-2%	-4%
(4) O=C(NC(=O)N1CCN(c2ccc([N+](=O)[O-])cn2)CC1)c1ccccc1F
 : x	-1%	1%	4%	-9%	2%	8%	-1%
(5) Cc1c(NS(=O)(=O)c2ccccc2)c(=O)n(-c2ccccc2)n1C
 : 4%	4%	x	1%	-5%	-9%	-5%	4%
(6) O=S(=O)(c1ccc2ccccc2c1)N1CCN(C2CCN(Cc3ccccc3)CC2)CC1
 : u	-5%	x	1%	-4%	3%	-13%	2%
(7) CCOc1ccc2[nH]c(=O)c(CN(Cc3ccc(F)cc3)C(=O)c3ccco3)cc2c1
 : u	9%	-7%	4%	-3%	-1%	0%	5%
(8) Cc1cccc(NC(=O)Cn2c(=O)n(CC3CCC(C(=O)NCCc4ccccc4)CC3)c(=O)c3ccccc32)c1 (stereo unspecified)
 : x	x	x	1%	0%	3%	-14%	-14%
(9) NC/C=C\C(=O)O
 : -5%&-2%&6%	25%&-4%&-3%	x	2%&3%&2%	-6%&-2%&0%	-4%&-12%&-6%	0%&-8%&0%	1%&-1%&2%
(10) COc1ccc(CNC(=O)c2nc(S(=O)(=O)Cc3ccccc3)ncc2Cl)cc1
 : x	x	x	-13%	0%	-12%	-10%	-9%
(11) COc1ccc(NC(=O)/C(=C\c2ccc3c(c2)OCO3)NC(C)=O)cc1
 : -4%	-2%	u	-9%	1%	-3%	-5%	-9%
(12) COc1ccc(-c2nnc(SCC(=O)NCCc3ccc(S(N)(=O)=O)cc3)o2)cc1OC
 : x	-9%	-1%	-3%	-3%	-2%	4%	1%
(13) CC(=O)Oc1cc2c(C(C)=O)coc2c2ccccc12
 : 11%	7%	-6%	-5%	3%	-6%	0%	-5%
(14) Cc1ccc(S(=O)(=O)N(c2cccc(C(F)(F)F)c2)C2C=CS(=O)(=O)C2)cc1 (stereo unspecified)
 : 0%	-4%	-4%	-15%	-1%	-1%	-5%	-1%
(15) S=C(Nc1ccc(Br)cc1Cl)N1CCC2(CC1)OCCO2
 : 2%	-10%	-4%	-1%	-1%	-3%	6%	2%
(16) Cc1ccc(N2C(=O)c3ccccc3C2Nc2ccc(S(=O)(=O)N3CCCCC3)cc2)nc1 (stereo unspecified)
 : 14µM*	-11%	x	-3%	-1%	-14%	u	9%
(17) O=C(CSc1n[nH]c(-c2ccncc2)n1)NC1CCS(=O)(=O)C1 (stereo unspecified)
 : u	1%	41%[activator]	-23%	0%	-3%	2%	-3%
(18) CCc1ccc(N(CC)C(=O)c2cn(C)c(=O)c3cc(OC)c(OC)cc23)cc1
 : x	x	x	1%	-2%	1%	-1%	0%
(19) COc1ccc(CC(=O)N/N=C(\C)CC(=O)NCc2ccco2)cc1OC
 : x	-10%	5%	0%	3%	2%	2%	1%
(20) O=[N+]([O-])c1cc(/C=N/O)ccc1SCc1ccccc1
 : -1%	-1%	-4%	3%	-2%	-5%	-2%	2%
(21) COc1ccc(C(=O)C(Cc2cc(C(C)=O)ccc2OC)N2CCCC2)cc1 (stereo unspecified)
 : u	-1%	-6%	2%	-5%	u	u	-5%
(22) CC(=O)N1CCC2(CC1)CC(=O)c1cc(OCC(=O)NCc3ccco3)ccc1O2
 : u	17%	-12%	-6%	1%	-12%	1%	-10%
(23) COc1cccc(NC(=O)COc2cccc(-n3cnnn3)c2)c1
 : 2%	-5%	8%	-8%	0%	2%	10%	6%
(24) Cc1ccc(C(C)C)c(OCc2ccc(C(=O)N/N=C/c3ccc(O)c(O)c3)cc2)c1
 : -5%	6%	u	1%	-4%	1%	1%	2%
(25) CC(=O)Nc1ccc(S(=O)(=O)NCCc2ccccn2)cc1
 : 9%	-3%	12%	-1%	-2%	3%	5%	1%
(26) Cc1ccnc(N2CCC(C(=O)Nc3ccc(Oc4ccccc4)cc3)CC2)n1
 : 7%	-2%	6%	-1%	-1%	-14%	-4%	15%
(27) COC(=O)[C@@]1(Cc2ccc(OC)cc2)[C@H]2c3cc(C(=O)N(C)C)n(C[C@H](O)CO)c3C[C@H]2CN1C(=O)c1ccccc1
 : -5%&5%	-1%&-1%	-10%	8%&1%	-2%&-1%	-6%&-16%	-9%&-13%	-1%&-2%
(28) CCN(CC)C(=O)c1cc(-c2ccc(Cl)cc2)on1
 : x	x	x	-6%	-13%	-14%	-14%	-2%
(29) COc1cccc(/C=N/NC(=S)NCc2ccco2)c1OC
 : x	3%	-14%	-4%	-4%	-6%	-2%	7%
(30) CC(C)=C(NC(=O)c1ccccc1)C(=O)N/N=C(\C)c1ccccc1O
 : 15%	3%	7%	-1%	-4%	-5%	-5%	-10%
(31) O=C(NN1C(=O)c2cc(Br)ccc2NC1c1cc(Br)cc(Br)c1O)c1ccncc1 (stereo unspecified)
 : -3%	-3%	-16%	-1%	0%	u	-23%	1%
(32) Cc1ccc(-n2c(=O)c(C#N)cc3c(=O)n4ccccc4nc32)cc1C
 : u	9%	x	8%	1%	-10%	-8%	6%
(33) O=C(O)c1ccc(N/N=C/c2ccnc3ccccc23)cc1
 : x	4%	x	0%	-14%	5µM*	u	6%
(34) COC(=O)C1C(c2ccccc2)C(C(=O)O)C1c1ccccc1 (stereo unspecified)
 : 6%	3%	2%	-3%	1%	8%	8%	-5%
(35) CN(C)S(=O)(=O)c1ccc(N2CCCC2)c(C(=O)Nc2ccccc2N2CCOCC2)c1
 : 2%	-6%	x	-2%	5%	-7%	2%	6%
(36) CCc1ccc(OCc2nnc(SCCN3CCOCC3)n2CC)cc1
 : u	-7%	-3%	0%	-3%	-10%	-5%	4%
(37) N#CCCn1cc(/C=N/NC(N)=S)c(-c2ccc(Br)cc2)n1
 : 8%	-4%	x	-1%	3%	-8%	-10%	-2%
(38) Cc1nnc(SCc2ccccc2)c2cc3sccc3n12
 : x	x	x	2%	-1%	22µM*	-26%	u
(39) CN(Cc1ccco1)S(=O)(=O)c1nnc(NC(=O)c2ccccc2)s1
 : x	x	x	-5%	-1%	-2%	1%	-5%
(40) Cc1ccc(Cl)cc1N1CCN(S(=O)(=O)c2ccc3oc(=O)c4ncn(C)c4c3c2)CC1
 : x	x	x	-7%	-2%	8%	3%	5%
(41) Cc1ccc(S(=O)(=O)CCC(=O)N2CCN(c3ccc(Cl)cc3)CC2)cc1
 : u	-1%	-14%	1%	0%	u	-10%	8%
(42) CC(=O)SC(C[N+](=O)[O-])c1cn(C(C)=O)c2ccccc12 (stereo unspecified)
 : -17%	u	4%	-3%	-9%	-10%	-15%	-8%
(43) CC(c1nccs1)N(C)c1nc2nonc2nc1N(C)C (stereo unspecified)
 : -7%	3%	1%	5%	-4%	7%	9%	-4%
(44) C=CCNC(=S)NCc1cccnc1
 : 8%	3%	3%	1%	-3%	-3%	-3%	-12%
(45) CC(=O)Nc1ccc(C(=O)OC2CCOC2=O)cc1 (stereo unspecified)
 : -7%	1%	-12%	-8%	-1%	6%	6%	-3%
(46) CC(C)(C)c1cc(Br)ccc1OCC(=O)Nc1ncn[nH]1
 : 5%	-11%	x	-1%	3%	-3%	-20%	-8%
(47) Cc1cc(S(=O)(=O)N2CCOCC2)ccc1F
 : -2%	7%	-3%	-1%	-2%	12%	6%	-2%
(48) Cc1ccc(C(=O)N2c3ccccc3CC2C)o1 (stereo unspecified)
 : u	11%	-15%	-1%	-1%	-12%	-10%	8%
(49) CCN(CC)c1ccc(C(=O)OCC(=O)N(C)Cc2ccccc2)cc1
 : u	6%	x	5%	-1%	u	-16%	-5%
(50) Cc1nc(=O)c(-c2ccccc2)c(C)n1-c1ccccc1O
 : -12%	2%	-7%	-3%	-2%	-12%	-3%	-4%

Compound profiles, from the list above. Order of screens: ALDH1A1 inh, aGal spleen mod, L3MBTL1 inh, TRb-SRC2 inh, TexasRed fluor, Tau fibril ThT, Tau fluor counter, Tau FP inhib
Listed for Cc1ccc(Cl)cc1N1CCN(S(=O)(=O)c2ccc3oc(=O)c4ncn(C)c4c3c2)CC1 : x, x, x, -7%, -2%, 8%, 3%, 5%
Listed for CCN(CC)c1ccc(C(=O)OCC(=O)N(C)Cc2ccccc2)cc1 : u, 6%, x, 5%, -1%, u, -16%, -5%
Listed for Cc1nc(=O)c(-c2ccccc2)c(C)n1-c1ccccc1O : -12%, 2%, -7%, -3%, -2%, -12%, -3%, -4%
Listed for Cc1ccc(C(=O)N2c3ccccc3CC2C)o1 (stereo unspecified) : u, 11%, -15%, -1%, -1%, -12%, -10%, 8%
Listed for Cc1cc(S(=O)(=O)N2CCOCC2)ccc1F : -2%, 7%, -3%, -1%, -2%, 12%, 6%, -2%
